CHOP UPR activ – activators of apoptotic arm of unfolded protein response (CHOP); CHO-CHOP luciferase reporter, UPR activation, luminescence; percent of tunicamycin response over DMSO baseline; activation, % at 10 µM; actives 0.34% (n = 330,000);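 active means at 10 µM dose, activation of 40% or more, normalized to positive control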;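 further: 100% = tunicamycin at 10 µg/mL and 0% = DMSO alone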
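Assay system: CHO cells with stable CHOP pathway luciferase reporter; Buffer or medium: F12 plus 10% serum; Times: 16-18 h cell attachment, then 6 h compound exposure, 37 °C; Signal: luciferase luminescence; Read-out basis: percent activation relative to tunicamycin control; Control set: tunicamycin high control, DMSO low control.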
XBP1 UPR activ – adaptive UPR (XBP1) activation. actives 0.33% (n = 330,000). activation, % at 20 µM. CHO-XBP1 luciferase reporter, IRE1-XBP1 UPR activation, luminescence; percent of tunicamycin response, DMSO as zero;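 active means versus positive control, 20 µM dose yields 30% or more activation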;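 further: 100% = tunicamycin at 10 µg/mL and 0% = DMSO only wells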
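Material: CHO-XBP1 cells stably carrying IRE1-XBP1-driven luciferase reporter / Amount: 1000 cells per well / Compound: 20 µM, 1% DMSO / Times: 6 h treatment, 37 °C / Detection: luciferase luminescence / Measure: % activation of reporter signal versus tunicamycin and DMSO controls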
tim23-1 inh – inhibits growth of tim23-1 mutant yeast | actives 1.3% (n = 330,000) | inhibition, % at 20 µM | S. cerevisiae tim23-1 growth, BacTiter-Glo luminescence, 24 h;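 active means growth inhibition of the mutant yeast at or above 50%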;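 further: temperature-sensitive mutant grown at 25 °C; plate controls were DMSO-treated mutant yeast for no effect and medium wells lacking yeast for full effect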
Jurkat NFkB inh – inhibitors of the PMA/ionomycin-induced NF-kB reporter in Jurkat cells | PMA/ionomycin-induced NF-kB luciferase reporter, luminescence | AID 435003 | inhibition, % at 4 µM | actives 0.53% (n = 330,000); in the data active means inhibition above about 50%
697 NFkB inh – inhibitors of the PMA/ionomycin-induced NF-kB reporter in 697 B cells; 697 B-cell NF-kB luciferase reporter, 16 h; inhibition, % at 4 µM; actives 0.33% (n = 330,000); in the data active means inhibition above about 35%
Mdm2-MdmX inh – disrupts the human Mdm2-MdmX interaction; O15151+Q00987; SaOS-2 split-luciferase Mdm2/MdmX complementation, luminescence; inhibition, % at 8 µM; actives 3% (n = 330,000);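 active means inhibition of at least 50% at 8 µM in the primary screen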
Target sequence (O15151 whole entry, looked up): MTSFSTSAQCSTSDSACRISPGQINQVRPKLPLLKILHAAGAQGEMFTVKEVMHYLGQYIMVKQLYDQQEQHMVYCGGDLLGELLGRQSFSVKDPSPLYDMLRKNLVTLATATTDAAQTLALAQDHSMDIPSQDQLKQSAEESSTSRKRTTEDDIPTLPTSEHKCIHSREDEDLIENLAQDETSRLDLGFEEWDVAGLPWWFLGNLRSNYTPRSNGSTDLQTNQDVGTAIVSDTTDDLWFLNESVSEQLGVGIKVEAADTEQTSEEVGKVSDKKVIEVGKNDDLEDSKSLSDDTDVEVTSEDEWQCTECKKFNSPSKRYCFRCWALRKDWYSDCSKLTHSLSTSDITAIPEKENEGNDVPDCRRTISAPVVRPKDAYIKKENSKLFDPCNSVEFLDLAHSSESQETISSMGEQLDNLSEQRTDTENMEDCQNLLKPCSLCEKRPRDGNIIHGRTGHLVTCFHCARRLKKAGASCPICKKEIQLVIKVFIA
Target sequence (Q00987 whole entry, looked up): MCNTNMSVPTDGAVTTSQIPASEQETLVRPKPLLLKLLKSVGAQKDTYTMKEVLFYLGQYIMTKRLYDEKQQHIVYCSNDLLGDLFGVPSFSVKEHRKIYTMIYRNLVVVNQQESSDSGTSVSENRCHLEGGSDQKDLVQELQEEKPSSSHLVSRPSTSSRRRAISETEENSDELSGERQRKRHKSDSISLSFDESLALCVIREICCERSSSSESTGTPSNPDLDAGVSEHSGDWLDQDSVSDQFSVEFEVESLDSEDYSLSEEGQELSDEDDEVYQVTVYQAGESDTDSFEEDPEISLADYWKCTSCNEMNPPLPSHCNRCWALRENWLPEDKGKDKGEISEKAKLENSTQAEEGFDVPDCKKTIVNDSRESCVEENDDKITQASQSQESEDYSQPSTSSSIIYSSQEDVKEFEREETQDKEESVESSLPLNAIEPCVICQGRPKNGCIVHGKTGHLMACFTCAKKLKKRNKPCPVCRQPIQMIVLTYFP
TIM10 inh – growth inhibitors of TIM10 yeast strain; S. cerevisiae TIM10 strain growth, BacTiter-Glo luminescence, 24 h; inhibition, % at 10 µM; actives 1.4% (n = 330,000);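 active means inhibition of 40% or more at the single tested concentration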;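 further: wild-type TIM10 isogenic control strain grown at permissive 25 °C; 0% = DMSO yeast wells and 100% = minimal medium wells without yeast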
tim10-1 inh – tim10-1 yeast growth inhibition | AID 463190 | actives 2.2% (n = 330,000) | S. cerevisiae tim10-1 ts strain growth, BacTiter-Glo, 24 h | inhibition, % at 20 µM;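 active means inhibition of at least 40%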;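 further: mutant grown at 25 °C; 0% = DMSO wells with yeast and 100% = wells holding no yeast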
* = called active by the depositor; · = no result given. Random draw from the library; about 6.6% have a hit in one of these screens.

Value order – CHOP UPR activ | XBP1 UPR activ | tim23-1 inh | Jurkat NFkB inh | 697 NFkB inh | Mdm2-MdmX inh | TIM10 inh | tim10-1 inh
1: C[C@@H]1[C@H]2CCCC[C@H]2CN(C(=O)OC(C)(C)C)[C@@H]1c1cn(Cc2ccccc2)c2ccc(F)cc12
→ -0.7 | -4 | 28 | · | 8 | -5 | 4 | 3
2: CC(C)(C)NC(=O)CN1CCN(C(=O)CCl)CC1
→ 3.9 | -1 | -8 | 6 | 9 | 18 | -15 | 2
3: CN(C(=O)c1ccccc1OCc1ccc(F)cc1)c1c(N)n(Cc2ccccc2)c(=O)[nH]c1=O
→ -1.6 | -4 | -4 | 3 | 2 | -1 | 0 | -12
4: CC(=O)Oc1c(-c2ccco2)oc2ccccc2c1=O
→ 1.3 | 0 | 48 | 11 | 19 | 27 | 62* | 53*
5: CN(C)C(=O)C(OC(=O)c1ccc2c(c1)CCCC2)c1ccccc1 (centres undefined)
→ 1.0 | -2 | 17 | -2 | -1 | -9 | 17 | 6
6: CCN1C(=O)CC(N2CCC(Cc3ccccc3)CC2)C1=O (centres undefined)
→ -0.7 | 0 | 19 | 19 | 12 | 7 | -7 | 12
7: CC[C@]12c3[nH]c4ccccc4c3CCN1C(=O)C(CC(=O)NCCC1=CCCCC1)C[C@@H]2C(=O)N1CCN(C(=O)c2ccco2)CC1 (some centres undefined)
→ 11 | -1 | 7 | 1 | -16 | 27 | 10 | 2
8: O=C(CSc1nnnn1-c1ccccc1)c1cc2ccccc2oc1=O
→ 0.5 | 0 | 19 | -12 | -17 | 4 | 9 | 7
9: Cc1cc(NC(=O)c2ccccc2)n(-c2nc3ccccc3[nH]2)n1
→ 4.3 | -1 | 5 | 1 | 4 | 39 | 18 | -12
10: NC(=O)c1cnccn1
→ 2.0 | -10 | -4 | -1 | 2 | -8 | 8 | -10
11: COc1ccc(C(=O)NNC(=O)C(=O)Nc2cccc3ccccc23)cc1
→ 0.2 | -2 | -6 | 7 | 1 | -18 | 16 | -26
12: O=C(Nc1ccc(Cl)c(S(=O)(=O)N2CCOCC2)c1)c1ccc2c(c1)OCCO2
→ 1.2 | 1 | 36 | -2 | -25 | 34 | 14 | 19
13: CCOC(=O)Cc1c(Sc2ccccc2)c2ccccc2n1C
→ 6.8 | -2 | 3 | -6 | -6 | -1 | -22 | 2
14: O=C(NC1CC1)C1=C[C@@H](c2ccc(Br)cc2)C[C@@H](OCCCCO)O1
→ 0.5 | 3 | 0 | -8 | 17 | 9 | 3 | -4
15: O=C(COC(=O)c1ccc(Cl)nc1)Nc1cccnc1Cl
→ 1.7 | -1 | 4 | -14 | 9 | 12 | -1 | -12

3 compounds from above, arranged by SMILES length, descending.
Value order – CHOP UPR activ | XBP1 UPR activ | tim23-1 inh | Jurkat NFkB inh | 697 NFkB inh | Mdm2-MdmX inh | TIM10 inh | tim10-1 inh
7: CC[C@]12c3[nH]c4ccccc4c3CCN1C(=O)C(CC(=O)NCCC1=CCCCC1)C[C@@H]2C(=O)N1CCN(C(=O)c2ccco2)CC1 (some centres undefined)
→ 11 | -1 | 7 | 1 | -16 | 27 | 10 | 2
6: CCN1C(=O)CC(N2CCC(Cc3ccccc3)CC2)C1=O (centres undefined)
→ -0.7 | 0 | 19 | 19 | 12 | 7 | -7 | 12
2: CC(C)(C)NC(=O)CN1CCN(C(=O)CCl)CC1
→ 3.9 | -1 | -8 | 6 | 9 | 18 | -15 | 2

Additional records.
Value order – CHOP UPR activ | XBP1 UPR activ | tim23-1 inh | Jurkat NFkB inh | 697 NFkB inh | Mdm2-MdmX inh | TIM10 inh | tim10-1 inh
16: O=C(CSc1ncnc2sccc12)NCc1ccc2c(c1)OCO2
→ 1.3 | 3 | 19 | 5 | -12 | 20 | 10 | 8
17: O=C(Nc1ccc(NC(=O)C2CC2)nc1)c1ccco1
→ 2.3 | -1 | 21 | -22 | -25 | -4 | 3 | -7
18: N#Cc1ccc(CSc2nnc(-c3ccccn3)n2-c2ccccc2)cc1
→ -5.0 | 2 | 14 | 8 | 8 | 18 | -10 | -4
19: Cc1cc(C)cc(NC(=O)CSCc2cnn(-c3ccccc3)c2-n2cccc2)c1
→ 0.2 | -1 | 9 | -23 | 5 | 10 | 9 | 29
20: O=C(COC(=O)c1ccc(O)cc1)Nc1nccs1
→ 1.6 | 0 | 0 | -12 | 2 | 11 | 9 | -5
21: Cc1ccc(C(=O)OCc2nc(N)nc(Nc3ccccc3C)n2)cc1
→ -1.2 | 1 | 36 | -6 | -6 | 8 | 11 | 10
22: CCCCOc1ccccc1C(=O)NCCCC(=O)O
→ -1.4 | -2 | 31 | -10 | -18 | 34 | -3 | 9
23: CCCC(=O)NC(c1cccs1)c1cc(Cl)c2cccnc2c1O (centres undefined)
→ -1.0 | -1 | 56* | -5 | -35 | 82* | -15 | 15
24: O=[N+]([O-])c1ccc(/C=N/N/C(=N/c2ccccn2)c2ccccn2)cc1
→ 3.3 | 6 | 11 | -74 | -69 | -16 | 8 | 4
25: Cc1noc(/C=C/c2ccco2)c1S(=O)(=O)N1CCC(C(=O)NC(C)c2ccccc2)CC1 (centres undefined)
→ 0.5 | 3 | 11 | -5 | 8 | 22 | 5 | 2
26: Cn1c(=O)c2c(ncn2CC(COCc2ccc(Cl)cc2)OCc2ccc(Cl)cc2)n(C)c1=O (centres undefined)
→ -2.1 | -3 | 21 | -3 | -5 | 20 | 14 | 18
27: CC(=O)Nc1ccc(NC(=O)CN2C(=O)COc3ccc(S(=O)(=O)N4CCOCC4)cc32)cc1
→ 1.1 | 1 | 6 | 1 | -12 | 19 | -9 | -9
28: O=C(NC1CC1)c1c[nH]c2ccc(S(=O)(=O)Nc3cccc(C(F)(F)F)c3)cc2c1=O
→ -0.4 | -2 | 5 | -9 | -9 | 19 | 6 | 4
29: CCOc1ccc(CNC(=O)C(C)n2nc(C)c3c(C)n(-c4ccccc4)nc3c2=O)cc1 (centres undefined)
→ 0.1 | -5 | 6 | 16 | 4 | 31 | -8 | 11
30: CCOc1ccccc1N(CC)C(=O)c1nn(C)c2c1CSc1ccccc1-2
→ 0.3 | 0 | 39 | -16 | 7 | 28 | 16 | 38
31: COc1ccc2c(c1)CCc1c(C(=O)Nc3ccn(Cc4ccc(C)cc4)n3)noc1-2
→ 15 | 14 | -10 | 9 | -4 | 40 | -33 | 7
32: COc1ccc(OC)c(S(=O)(=O)NC(N)=NCCc2ccccc2OC)c1
→ -0.6 | -4 | -1 | 3 | -1 | -8 | -7 | 17
33: O=C(Nc1c[nH]c(=O)[nH]c1=O)c1cccc(F)c1
→ 1.4 | 0 | 0 | -8 | -4 | 22 | 4 | 19
34: CNC(=O)c1ccc(CNC(=O)OCc2ccccc2)cc1
→ 1.6 | 2 | -1 | 3 | -12 | -7 | -6 | -3
35: O=C(OCC(=O)N1CCC(Cc2ccccc2)CC1)c1ccccc1O
→ 3.5 | 4 | 7 | -21 | 0 | -93 | -20 | -36
36: O=C(O)c1nn2cc(CCO)cnc2c1Cl
→ -0.2 | -3 | -4 | 17 | 14 | -26 | 2 | -11
37: CC(=O)Nc1ccc(/C=C(\C#N)C(=O)NC2CCCCC2)cc1
→ -1.5 | -5 | 66* | 3 | 46* | 9 | 49* | 46*
38: Nc1ccccc1SCC(=O)Nc1ccc2c(c1)OCO2
→ 3.8 | -2 | 13 | -5 | 10 | 6 | 11 | 5
39: CC1CCN(C(=O)CSc2nc(=O)n3ccccc3n2)CC1
→ -0.1 | -5 | 2 | 5 | 8 | 12 | 2 | -1
40: OCC[C@H]1C[C@H](O)[C@@H](O)[C@]2(OCc3ccccc32)O1
→ -1.0 | 0 | 2 | -1 | -3 | -11 | 8 | 3
41: O=[N+]([O-])c1ccc(N2CCCC2)cc1NCc1ccccc1
→ 2.5 | 0 | -6 | 6 | 0 | 22 | 8 | 3
42: COc1ccccc1-c1noc(CCC(=O)N2CCN(c3cc(C)ccc3C)CC2)n1
→ 1.9 | 0 | 30 | · | -10 | 19 | 2 | 10
43: C1=Nc2ccccc2CN1c1ccccc1
→ 3.9 | -2 | -28 | -52 | -30 | -21 | -20 | -6
44: O=C(NNC(=O)C1CCC1)c1ccc(Cl)cc1
→ 2.6 | -3 | 3 | -2 | -7 | -12 | 3 | -9
45: CC(C)Cc1nnc(NC(=O)C2CCN(C(=O)c3ccc(Cl)cc3)CC2)s1
→ 1.1 | -2 | 19 | 1 | -8 | 22 | 11 | 10

Given field by field: 2 of the compounds above.
(6) CCN1C(=O)CC(N2CCC(Cc3ccccc3)CC2)C1=O (centres undefined)
  CHOP UPR activ: -0.7 | XBP1 UPR activ: 0 | tim23-1 inh: 19 | Jurkat NFkB inh: 19 | 697 NFkB inh: 12 | Mdm2-MdmX inh: 7 | TIM10 inh: -7 | tim10-1 inh: 12

(20) O=C(COC(=O)c1ccc(O)cc1)Nc1nccs1
  CHOP UPR activ: 1.6 | XBP1 UPR activ: 0 | tim23-1 inh: 0 | Jurkat NFkB inh: -12 | 697 NFkB inh: 2 | Mdm2-MdmX inh: 11 | TIM10 inh: 9 | tim10-1 inh: -5

Next section:
Value order – CHOP UPR activ | XBP1 UPR activ | tim23-1 inh | Jurkat NFkB inh | 697 NFkB inh | Mdm2-MdmX inh | TIM10 inh | tim10-1 inh
46: O=S(=O)(Nc1ccc2cn[nH]c2c1)c1ccc(Cl)cc1
→ -3.2 | -4 | 5 | 7 | -9 | 17 | 3 | 1
47: COC(=O)c1ccc(/C=N/Nc2nc(-c3ccc(C)cc3)cs2)cc1
→ -0.8 | 2 | -9 | -11 | -146 | 1 | 2 | 15
48: Clc1cc(Sc2ccc(Br)cc2)nnc1-c1ccccc1
→ 1.1 | 0 | 47 | -9 | 10 | 25 | 16 | 26
49: O=C(NN1CCOCC1)c1c(-c2ccccc2)sc2ccccc12
→ 0.4 | 0 | 12 | -2 | 10 | 18 | 10 | 17
50: CCn1cc(CNC(=O)/C=C/c2cnn(C)c2)c(C)n1
→ 1.3 | -4 | -2 | 4 | 21 | 27 | 6 | 9
51: CCOc1ccc(OCC)c(NC(=O)Nc2ccc3c(c2)N(C)C(=O)CS3)c1
→ 3.8 | 0 | 36 | 14 | 11 | 32 | 16 | 24
52: CC(C)C[C@@H](COc1ccccc1)N1CCN(CC(C)C)CCC1=O
→ -0.4 | 1 | 2 | 20 | 12 | 30 | 1 | 18
53: CCC(=O)NC(c1cc(Cl)c2cccnc2c1O)C1CC1 (centres undefined)
→ 2.2 | 7 | 58* | 14 | -5 | 53* | 10 | 40*
54: COc1ccc2[nH]cc(/C=C/C(=O)c3ccccc3)c2c1
→ 10 | 9 | 37 | -57 | -126 | -49 | 71* | 61*
55: CS(=O)(=O)Nc1ccc(S(=O)(=O)NC2CCCCC2)cc1
→ -2.1 | -3 | 4 | 4 | 1 | 17 | -6 | -3
56: O=C(CCCOc1ccc(Cl)cc1)NCC1CCCO1 (centres undefined)
→ 1.1 | -1 | 7 | -7 | -1 | 6 | 5 | 8
57: Nc1cc(Cl)ccc1C(=O)OCC(=O)N1CCCC1
→ 4.8 | 6 | 9 | -7 | -9 | 12 | 11 | -12
58: Cc1cc(C)n(CCc2nc3c4ccccc4n(CC#N)c(=O)n3n2)n1
→ 0.6 | 4 | 8 | 5 | 1 | -2 | -3 | 1
59: CC(=Nc1cccc(O)c1)c1sc2ccccc2c1O
→ 2.1 | 1 | 63* | -121 | -185 | -129 | 18 | 37
60: O=C(O)c1cccc(NS(=O)(=O)c2ccc(-c3ccc(S(=O)(=O)Nc4cccc(C(=O)O)c4)cc3)cc2)c1
→ 0.9 | -2 | 4 | 9 | 7 | 0 | -1 | -8
61: COC(=O)c1ccc(NC(CC(C)C)C(=O)OC)c([N+](=O)[O-])c1 (centres undefined)
→ -0.4 | 0 | 17 | 2 | 12 | 13 | -3 | 2
62: COc1ccccc1/C=N/NC(=O)c1nnn(-c2nonc2N)c1CSC1=NCCS1
→ 0.1 | -3 | 1 | 9 | 2 | 13 | 13 | 10
63: CSc1ccccc1NC(=O)NCCCl
→ 0.5 | -1 | 6 | -15 | -13 | 14 | 0 | 15

Screening data deposited in PubChem BioAssay by Sanford-Burnham Center for Chemical Genomics.
